# Compound activity from PubChem BioAssay.
# S2 tox = cell viability loss in ATXN counter-screen. S2 cells (HEK-293 line with an ATXN2-luciferase reporter) viability, CellTiter-Fluor protease fluorescence, 24 h. 0.49% of 400,000 active. Potency, µM (titrated, usually from 56.7 µM), actives largely listed as cytotoxic; further: potency means the concentration at half of the fitted maximal effect; nearly all actives have a fitted effect of over 40% in size
# SW480 rereplic = induces DNA re-replication in SW480 colon adenocarcinoma cells; SW480 DNA re-replication, Hoechst DNA content imaging, 48 h; Potency, µM (series often up to 46.1 µM), for inactives: at the highest dose re-replication activation, usual class: activators; 1.8% of 340,000 active; further: potency means the concentration at half of the fitted maximal effect; % of control where 0% means no effect; nearly all actives have a fitted effect of over 55% in size
#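 Treated cells incubate 48 hr (37 C, 5% CO2), are stained 40 min with Hoechst, and nuclear fluorescence is enumerated; a rise in nuclei with high DNA signal marks re-replication.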
# HepG2 viability = HepG2 cytotoxicity, counter-screen for TGF-b inhibitors. 0.76% of 410,000 active. Potency, µM (doses to about 46.1 µM), for inactives: at the top dose activity change, negative = cytotoxicity, hits mostly cytotoxic. AID 588856. HepG2 CAGA-GFP viability, ATP luminescence, 18 h; further: potency means the concentration at half of the fitted maximal effect; some results filed as inactive show a strong effect at the top dose
#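 HepG2 CAGA-GFP cells (1000/well, DMEM with 1% FBS) received compound, then TGF-beta at 500 pg/mL final, and were incubated 18 hours at 37 degrees C. Viability was read by CellTiter-Glo luminescence. Media-only wells were set as complete cell-killing and DMSO as no toxicity.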
# ATXN2 expr inh = inhibitors of ATXN2 expression; HEK-293 ATXN2-luciferase reporter, luminescence, 24 h; Potency, µM (top dose mostly 57 µM), for the others: at the top dose activity change, negative = inhibition, actives largely listed as inhibitors; 0.72% of 360,000 active; AID 1745845; further: potency means the concentration at half of the fitted maximal effect; on the % scale 0 is the no-effect control and ±100 the full control effect; nearly all actives have a fitted effect of over 55% in size
#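 qHTS (up to 57 uM final) was run with 24 h compound exposure of reporter cells at 37 °C. Each well was multiplexed: SteadyGlo luminescence measured ATXN2-luciferase expression after a fluorogenic Gly-Phe-AFC viability readout (25 uM final).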
# HT1080 IDH1KD tx = toxicity to HT-1080 IDH1 knockdown cells (counter line); HT-1080 IDH1 knockdown viability, ATP luminescence, 48 h; Potency, µM (top dose mostly 46.1 µM), without a hit: at the top dose activity, negative = toxicity, actives largely listed as cytotoxic; 2% of 360,000 active;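 further: potency means the concentration at half of the fitted maximal effect; 0% = DMSO wells and -100% = cell-free medium wells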
#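 HT-1080-IDH1KD cells (IDH1 knocked down), 750/well in RPMI with 5% FBS, treated with compound 48 h at 37 degrees C. Viability by CellTiter-Glo luminescence, normalised to DMSO and no-cell wells; concentration-response curves classed.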
# KB-3-1 cytotox = KB-3-1 parental cell cytotoxicity. 1.4% of 400,000 active. KB-3-1 viability, CellTiter-Glo ATP luminescence, 72 h. Potency, µM (highest dose often 46.1 µM), inactives show top-dose activity change, negative = cytotoxic, usual class: cytotoxic; further: potency means the concentration at half of the fitted maximal effect; on the % scale 0 is the no-effect control and ±100 the full control effect; nearly all actives have a fitted effect of over 60% in size
#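 Parental KB-3-1 viability, qHTS format: 72 h compound exposure, 37 °C; CellTiter-Glo; media-only wells and DMSO plates as controls; concentration-effect fits on corrected data.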
# MCF10A rerep = inducers of DNA re-replication in MCF 10A breast cells | AID 624296 | 2.9% of 350,000 active | Potency, µM (highest dose often 46.1 µM), inactives show top-dose activity, positive = re-replication, hits mostly activators | MCF 10A DNA re-replication, Hoechst nuclear intensity, 48 h; further: potency means the concentration at half of the fitted maximal effect; % of control where 0% means no effect; nearly all actives have a fitted effect of over 50% in size
# IL-1B inflam inh = inflammasome signaling inhibition, IL-1 beta readout; activity change, % at 57.5 µM; 4.7% of 360,000 active; THP-1 LPS/ATP IL-1B secretion, AlphaLISA, 16 h; active compounds read low; in the data active means activity change below about -50%; inconclusive means mostly about -30% to -49%; further: on the % scale 0 is the no-effect control and ±100 the full control effect
#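 THP-1 cells pretreated 1 hr with compounds (up to 57.5 uM final), then stimulated with LPS (250 ng/mL final) plus ATP (1.25 mM final); secreted IL-1B measured by AlphaLISA after 16 hr, decreased signal indicating inhibition.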
# HT1080-NT tox = kills 2HG-producing HT-1080-NT fibrosarcoma cells | HT-1080-NT fibrosarcoma viability, CellTiter-Glo ATP luminescence, 48 h | Potency, µM (series often up to 46.1 µM), without a hit: at the top dose activity, negative = less viability, actives largely listed as cytotoxic | 1.6% of 360,000 active | AID 686970;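 further: NT is the 2HG producing partner of a matched IDH1 knockdown line; potency means the concentration at half of the fitted maximal effect; 0% = DMSO-treated cells and -100% = media-only wells without cells; nearly all actives have a fitted effect of over 55% in size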
#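 A 48-hour cytotoxicity screen used HT-1080-NT cells plated 2 hours before compound delivery. ATP-based CellTiter-Glo luminescence measured viability, normalized to DMSO and no-cell controls.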
# The depositor's hits bear a star; i = inactive; ? = inconclusive; · = no result given; [ ] = remark or other dose. Unless noted, the call rests on the fitted dose curve; in most records, active means well fitted curve in the direction sought with a large enough effect; inconclusive means small, poorly fitted or top-dose-only effect, or another doubt; inactive means no such curve, though single readings can be large; an effect the other way counts as inactive or inconclusive.
SMILES,S2 tox,SW480 rereplic,HepG2 viability,ATXN2 expr inh,HT1080 IDH1KD tx,KB-3-1 cytotox,MCF10A rerep,IL-1B inflam inh,HT1080-NT tox
CSCC[C@H]1COC[C@@H](Cc2ccccc2)N1c1ccccc1,i,·,-21%,-3%,5%,26%,·,33,15%
COc1ccc(/C(O)=C2\C(=O)C(=O)N(CCN(C)C)C2c2cc(OC)c(OC)c(OC)c2)c(C)c1 (stereo not given),i,0%,0%,-5%,17%,5%,-2%,13,18%
CCOc1ccc(-n2c(-c3ccc(Br)cc3)cc3c2CC(C)(C)CC3=O)cc1,i,·,-3%,9%,·,-23%,·,·,·
CCc1cc(C(=O)Cc2ccccn2)c(O)cc1O,i,-1%,-1%,0%,-2%,-15%,8%,36,2%
CCOc1cc(C(=O)OCc2cc(=O)n3nc(C4CC4)sc3n2)cc(OCC)c1OCC,i,·,2%,5%,·,5%,·,·,·
O=c1cc(CO)occ1OCc1cccc(C(F)(F)F)c1,·,-4%,7%,·,8%,3%,1%,-9,-1%
CCCc1cc(=O)oc2c(CN3CCN(C)CC3)c(O)c(Cl)cc12,i,21%,1%,2%,1%,15%,22%,-15,8%
O=C1OC(C(=O)Nc2cc(C(F)(F)F)ccc2Cl)Cc2ccccc21 (stereo not given),i,·,-32%,0%,·,11%,·,·,·
Cc1ccc(NS(=O)(=O)c2ccc(C)c(NC(=O)COc3ccccc3)c2)c(C)c1,i,-6%,-9%,3%,6%,0%,1%,-4,3%
O=C(C1CCN(Cc2ccccc2O)CC1)N1CCN(Cc2ccc3c(c2)OCO3)CC1,i,-5%,-17%,-16%,-10%,·,7%,-17,0%
Cc1cc(OCC(=O)NC(C)C)cc(C)c1Br,i,-699%[inhibitor],-2%,1%,7%,15%,8%,5,7%
COC(=O)c1c(C)[nH]c(C(=O)COC(=O)Cc2ccc3c(c2)OCCO3)c1C,i,2%,-1%,0%,4%,?,0%,1,1%
Cc1ccc(/C=N/NC(=O)c2ccc(NC(=O)c3ccc(Cl)cc3)cc2)o1,i,-12%,-20%,-15%,15%,14%,1%,14,16%
O=C(COC(=O)c1ccc(NS(=O)(=O)c2cccs2)cc1O)NCc1ccccc1,i,7.3µM*,19%,-10%,3.7µM*,5.8µM*,2.3µM*,40,2.6µM*
CC(=O)c1ccc(NC(=O)CN(C)S(=O)(=O)c2cc3c(cc2Cl)NC(=O)CO3)cc1,i,·,-1%,16%,·,-11%,·,·,·
Cc1onc(-c2c(F)cccc2Cl)c1C(=O)OCC(=O)c1c(N)n(C)c(=O)n(C)c1=O,i,-6%[1.84 µM],-21%,7%,-23%,-5%,-6%,11,?
CCCS(=O)(=O)N1CCN(Cc2ccncc2)CC1,i,-24%,-5%,5%,0%,1%,-1%,6,7%
CCc1ccc(OCC(O)Cn2c(N3CCCCC3)nc3c2c(=O)[nH]c(=O)n3C)cc1 (stereo not given),?,-2%,-24%,·,0%,0%,-12%,53,-1%
O=C(Nc1ccc(Cl)c(-c2nc3ccccc3o2)c1)c1cccc2c(Cl)cccc12,i,·,-2%,12%,·,0%,·,·,·
CCOCCCNC(=O)c1ccc2c(c1)N(Cc1ccccc1)C(=O)CS2=O (stereo not given),i,-4%,10%,8%,6%,4%,10%,9,19%

# An excerpt of these results, with values under each structure.
# Order of results – S2 tox | SW480 rereplic | HepG2 viability | ATXN2 expr inh | HT1080 IDH1KD tx | KB-3-1 cytotox | MCF10A rerep | IL-1B inflam inh | HT1080-NT tox
- COC(=O)c1c(C)[nH]c(C(=O)COC(=O)Cc2ccc3c(c2)OCCO3)c1C
 : i | 2% | -1% | 0% | 4% | ? | 0% | 1 | 1%
- CCc1cc(C(=O)Cc2ccccn2)c(O)cc1O
 : i | -1% | -1% | 0% | -2% | -15% | 8% | 36 | 2%
- CCOc1cc(C(=O)OCc2cc(=O)n3nc(C4CC4)sc3n2)cc(OCC)c1OCC
 : i | · | 2% | 5% | · | 5% | · | · | ·

# Further records:
SMILES,S2 tox,SW480 rereplic,HepG2 viability,ATXN2 expr inh,HT1080 IDH1KD tx,KB-3-1 cytotox,MCF10A rerep,IL-1B inflam inh,HT1080-NT tox
CCCn1nnnc1SCC(=O)c1ccc(NC(C)=O)cc1,?,-4%[9.22 µM],-61%,-5%,2%,0%,5%,-7,1%
CCOC(=O)c1c(NC(=O)Cc2coc3ccc(CC)cc23)sc2c1CCC2,i,·,-16%,-9%,·,-7%,·,·,·
Fc1cc(F)cc(-c2oncc2-c2nnnn2-c2ccccc2)c1,i,1%,-1%,-10%,1%,-18%,-1%,18,-7%
COc1ccc(NC(=O)[C@@H](NC(=O)c2ccccc2)C(C)C)cc1S(=O)(=O)N1CCCCC1,i,5%,9%,0%,6%,16%,13%,7,5%
CC(NCCC(Cc1ccccc1)c1ccco1)c1ccccc1 (stereo not given),i,-1%,-38%,-10%,-24%,-9%,0%,-59*,-14%
CC1CCN(c2nc3ccc(C(=O)NCCCN4CCCCC4C)cc3s2)CC1 (stereo not given),?,21µM*,-5%,7%,?,-14%,26%,?,?
C/C(=N\NC(=O)c1cccc(C)c1O)c1ccc(NC(=O)Cc2ccccc2)cc1,i,-17%,-4%,31%,-14%,·,?,10,0%
CCN=C1Cn2c(nc3scc(-c4ccccc4)c3c2=O)CN1CC,i,-5%,-1%,-1%,10%,10%,?,-12,8%
Cc1ccc(OCC(=O)NNC(=S)NC(=O)C(C)(C)C)c(Br)c1,i,?,-23%,?,?,?,0%,81,?
CN1C[C@@H]2C(c3ccccc3)C3(c4cccnc4)CC2(C3)[C@H]1c1ccccc1 (stereo not given in full),i,?,-15%,-10%,1%,5%,?,-1,-2%
COc1cccc(-c2nc(CS(=O)(=O)CC(=O)NCCCN3CCOCC3)c(C)o2)c1,i,-17%,-9%,2%,16%,8%,6%,-77*,0%
Cc1ccc([C@H]2C[C@@H](O)[C@H](n3cc(C4CC4)nn3)CN2CC2CCCCC2)cc1,i,·,-7%,-10%,5%,14%,·,-4,0%
CCOC(=O)N1CCN(Cc2oc(CO)cc(=O)c2O)CC1,i,-8%,23%,1%,11%,2%,-4%,5,12%
COc1ccc(C2=NOC(CNC(=S)N3CCOCC3)C2)cc1 (stereo not given),i,0%,-32%,45%[activator],-6%,-12%,2%,-6,0%
N#Cc1nc(-c2ccc(OCc3ccc(Cl)cc3)cc2)oc1NCCCn1ccnc1,i,-6%,2%,-4%,7%,10%,-1%,-25,6%
CCOC(=O)C1CCCN(c2nc3c(S(=O)(=O)c4ccc(CC)cc4)nnn3c3ccc(Cl)cc23)C1 (stereo not given),i,·,-14%,13%,·,-2%,·,·,·
O=C1NC(=O)C2C1C(c1ccccc1)N1C3C(=O)NC(=O)C3C(c3ccccc3)N21 (stereo not given),i,1%,-11%,-17%,10%,0%,0%,6,7%
Cc1cc(Cl)c2oc(C(=O)N3CCC(O)(c4ccccc4)CC3)c(C)c2c1,i,-1%,-13%,·,-18%,-2%,?,-10,-17%
Cc1ccc(N(C)S(=O)(=O)c2cccc(C(=O)NC3=NCCS3)c2)cc1,i,?,-33%,-5%,-26%,?,?,63,-1%
COCC1CCN(Cc2cn[nH]c2-c2ccc(OC)cc2F)C1 (stereo not given),i,-13%,0%,-11%,-1%,?,1%,-3,3%

# Single records (already shown). Values in the order: S2 tox, SW480 rereplic, HepG2 viability, ATXN2 expr inh, HT1080 IDH1KD tx, KB-3-1 cytotox, MCF10A rerep, IL-1B inflam inh, HT1080-NT tox
# Cc1ccc(N(C)S(=O)(=O)c2cccc(C(=O)NC3=NCCS3)c2)cc1 is entered as i, ?, -33%, -5%, -26%, ?, ?, 63, -1%
# Cc1ccc([C@H]2C[C@@H](O)[C@H](n3cc(C4CC4)nn3)CN2CC2CCCCC2)cc1 is entered as i, ·, -7%, -10%, 5%, 14%, ·, -4, 0%

# With a hit mark in SW480 rereplic, among the entries above:
SMILES	SW480 rereplic	IL-1B inflam inh
O=C(COC(=O)c1ccc(NS(=O)(=O)c2cccs2)cc1O)NCc1ccccc1	7.3µM*	40
CC1CCN(c2nc3ccc(C(=O)NCCCN4CCCCC4C)cc3s2)CC1 (stereo not given)	21µM*	?

# Further results follow.
SMILES,S2 tox,SW480 rereplic,HepG2 viability,ATXN2 expr inh,HT1080 IDH1KD tx,KB-3-1 cytotox,MCF10A rerep,IL-1B inflam inh,HT1080-NT tox
COc1ccc(CCn2c3c(c(=O)[nH]c2=O)C(NC(=O)c2cccs2)(C(F)(F)F)C(=O)N3)cc1OC (stereo not given),i,-1%,-8%,1%,3%,9%,-2%,2,6%
CCC(=O)N(Cc1cc(=O)[nH]c2ccccc12)c1ccc(C)cc1,i,-4%,-24%,-2%,-14%,5%,-17%,1,-11%
CC(=O)N1CCN(C(=O)c2ccc(OC3CCN(CCc4ccccc4)CC3)cc2)CC1,?,0%,5%,3%,2%,·,2%,-7,-1%
COc1ccccc1CNC(=O)CSc1cc(C)[nH]c(=O)n1,i,·,-1%,2%,·,-7%,·,·,·
O=C1CCCC2=C1C(c1ccco1)Nc1ccc(C(=O)c3ccccc3)cc1N2 (stereo not given),i,?,11%,2%,?,?,?,0,?
COc1ccc(OCCn2cc(/C=N/NC(=O)c3ccncc3)c3ccccc32)cc1,i,2%,-40%,-11%,8%,-24%,21%,0,-1%
Cc1cc(N2CCC(C(=O)NC3CC3)CC2)nc(-c2ccccc2)n1,i,-6%,-22%,-13%,-3%,13%,-1%,10,5%
